Compound activity: PubChem, several laboratories
TRPML3 agonist = human mucolipin-3 channel agonism; 0.29% of 220,000 active; AID 1448; HEK293 TRPML3-YFP, Fluo-8 calcium fluorescence; 100% = the carbachol control signal; Q8TDD5; activation, % at 3 µM;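 active = activation above its plate's cutoff, the mean activation of the plate's test wells plus 3 SD, cut at about 12% in these data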;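 note: 0% = DMSO only wells and 100% = carbachol wells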
Target sequence (Q8TDD5 whole entry, looked up): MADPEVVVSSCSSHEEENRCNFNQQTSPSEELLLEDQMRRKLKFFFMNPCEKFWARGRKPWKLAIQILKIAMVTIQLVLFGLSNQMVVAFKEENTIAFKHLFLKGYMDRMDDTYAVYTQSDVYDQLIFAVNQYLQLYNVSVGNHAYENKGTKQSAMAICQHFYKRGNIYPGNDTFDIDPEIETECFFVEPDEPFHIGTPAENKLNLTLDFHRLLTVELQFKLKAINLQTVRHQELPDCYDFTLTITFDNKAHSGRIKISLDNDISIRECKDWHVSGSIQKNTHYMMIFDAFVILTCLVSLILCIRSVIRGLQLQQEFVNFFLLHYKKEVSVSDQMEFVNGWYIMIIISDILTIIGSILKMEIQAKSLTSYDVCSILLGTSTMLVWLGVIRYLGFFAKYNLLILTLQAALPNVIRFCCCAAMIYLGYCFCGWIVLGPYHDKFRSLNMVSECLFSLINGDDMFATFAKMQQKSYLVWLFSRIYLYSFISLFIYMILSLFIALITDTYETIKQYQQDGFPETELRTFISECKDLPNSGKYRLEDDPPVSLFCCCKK
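Material: HEK293 cells stably carrying human TRPML3-YFP; compound dosing: single dose, 3 µM final nominal compound, 0.3% DMSO final; incubation: 1-h 37 °C dye load, 5-s basal, 120-s post-compound reads; technique: Fluo-8 intracellular calcium fluorescence, excitation 470-495 nm, emission 515-575 nm; read-out basis: percent activation from peak-to-basal fluorescence ratio, scaled between DMSO and carbachol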
Mdm2 ligase inh = inhibitors of human Mdm2 E3 ubiquitin ligase; Q00987; cell-based MDM2 ubiquitination luciferase reporter, 2 h; 0 = plate control, 100 = twice control, blank-subtracted; signal enhancement, % at 5 µM; 0.11% of 210,000 active; AID 1230;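 active = signal enhancement of 30% or more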;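 note: luminescence tracks abundance of the self-degrading MDM2-luciferase fusion protein; higher signal means inhibition of MDM2 E3 ligase activity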
Target sequence (Q00987 whole entry, looked up, the tested form may be a part): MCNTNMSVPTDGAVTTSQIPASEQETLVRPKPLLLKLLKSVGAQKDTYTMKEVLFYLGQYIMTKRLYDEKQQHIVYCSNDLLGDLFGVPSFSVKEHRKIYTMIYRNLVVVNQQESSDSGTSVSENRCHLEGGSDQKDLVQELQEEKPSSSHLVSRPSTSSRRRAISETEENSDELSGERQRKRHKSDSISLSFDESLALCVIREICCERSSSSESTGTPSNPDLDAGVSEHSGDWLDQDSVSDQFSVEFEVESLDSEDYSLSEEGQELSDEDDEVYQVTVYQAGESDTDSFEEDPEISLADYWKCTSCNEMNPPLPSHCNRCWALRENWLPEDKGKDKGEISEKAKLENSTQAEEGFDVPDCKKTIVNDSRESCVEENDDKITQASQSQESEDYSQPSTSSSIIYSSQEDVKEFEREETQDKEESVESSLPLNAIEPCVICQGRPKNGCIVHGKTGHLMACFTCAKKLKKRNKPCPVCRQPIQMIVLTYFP
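Assay system: stable mammalian line carrying autodegrading MDM2–luciferase fusion reporter; Input: 2000 cells in each well; Compound dosing: single-point 5 µM; Schedule: 2 h compound exposure at 37 °C; Signal: SteadyLite luciferase luminescence after 15 min room-temperature reagent incubation; Evaluation: % luminescence enhancement versus blank-corrected plate control mean; Benchmarks: plate controls and plate blanks.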
TNF death inh = blocks TNF-alpha induced death of Jurkat FADD-/- cells; activation (protection from cell death), % at 10 µM; AID 463075; 0.068% of 220,000 active; Jurkat FADD-/- TNF necroptosis rescue, ATP luminescence, 24 h; 0 = TNF only, 100 = no-TNF cells;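 active = activation, meaning protection from cell death, of at least 50% relative to plate controls; inactive = activation below 50%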;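 note: necroptosis triggered by 40 ng/mL TNF-alpha added together with compound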
TRPN1 ag = zebrafish TRPN1 (NompC) channel agonism. HEK293 zebrafish TRPN1-YFP, Fluo-8 calcium fluorescence; 100% = response to 87 µM carbachol. activation, % at 3 µM. 0.18% of 220,000 active;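 active = activation above its plate's cutoff, the mean activation of test wells on that plate plus 3 SD, cut at about 19% in these data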;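 note: 0% = DMSO alone and 100% = 87 µM carbachol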
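Material – zebrafish TRPN1-YFP in HEK293 cells · Doses – 3 µM single point · Schedule – dye 1 h 37 °C plus 30 min RT · Signal – Fluo-8 calcium fluorescence, excitation 470-495 nm, emission 515-575 nm · Read-out – % activation versus carbachol response · Control set – carbachol high, DMSO low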
Runt-SMMHC FRET = Runt domain-CBFb-SMMHC interaction inhibition; inhibition, % at 20 µM; 0.74% of 220,000 active; Q01196+Q13951; AID 1434; Cerulean-Runt/Venus-CBFb-SMMHC FRET ratio 530/480, 1 h;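 active = mean inhibition across duplicate retests at 20 µM reaching about 50%, limit read from the data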;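 note: 0% = DMSO wells and 100% = wells with excess untagged CBFb-SMMHC; inhibitors lower the FRET ratio by blocking Runt binding to CBFb-SMMHC; some results filed as inactive read as strong as hits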
PPC-1+TRAIL kill = compounds killing PPC-1 cancer cells with TRAIL present (potentiator screen, no TRAIL-free arm); 0.41% of 220,000 active; cell killing (% activity), % at 4 µM; PPC-1 cells + TRAIL, ATPLite viability luminescence;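 active = cell killing above 50% in the first pass at 4 µM, then a duplicate retest at 5 µM averaging 50% or more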;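 note: plate controls were cells with TRAIL plus DMSO for no effect and medium-only wells lacking cells for full effect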
p47phox inh = p47phox (human) inhibition; AID 1274; 0.53% of 220,000 active; p47phox/p22phox peptide binding, fluorescence polarization, 2 h; inhibition, % at 24.7 µM; P14598;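 active = inhibition above about 30%, limit read from the data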;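 note: 0% = p47phox with labelled peptide and 100% = labelled peptide alone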
EBV gp42 block = inhibitors of Epstein-Barr virus glycoprotein 42 | AID 1085 | Q1HVG2 | 0.42% of 220,000 active | Fluorescence polarization binding assay, mP read-out | inhibition, % (tested at 21.74 µM); in the data active = inhibition above about 50%
CHOP inhibitor = inhibitors of CHOP induction in ER stress response | CHO-K1 CHOP-promoter luciferase, tunicamycin-induced, 15-18 h | inhibition, % at 10 µM | 3.8% of 220,000 active | AID 2732;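 active = compounds that reduced the stress-induced luciferase reporter signal by more than about 70% of percent inhibition, limit read from the data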;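 note: 0% = tunicamycin plus vehicle and 100% = wells without tunicamycin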
Starred values were filed as active, the others as inactive; x = not tested or not shown.

SMILES	TRPML3 agonist	Mdm2 ligase inh	TNF death inh	TRPN1 ag	Runt-SMMHC FRET	PPC-1+TRAIL kill	p47phox inh	EBV gp42 block	CHOP inhibitor
Cc1ccc(CC(=O)Nc2cccc(C#N)c2)cc1	0.0	-2	35	-1.5	0	18	-3	-7	25
CN(C(=O)CSc1cc(C(=O)c2nccn2C)c2ccccc2n1)c1ccccc1	-0.8	-13	-1.1	0.1	0	4	9	-4	-2
COc1ccc2nc(Nc3nc(CSc4nc5ccccc5[nH]4)cc(=O)[nH]3)nc(C)c2c1	0.0	-17	-8.8	0.2	-4	42	-27	-5	102*
Cc1cccc(C(=O)NCC(=O)OCC(=O)N2CC3(C)CC2CC(C)(C)C3)c1 (configuration not stated)	0.7	-12	0.9	0.4	5	-8	-4	-20	33
Cc1ccc(C)c(SCC(=O)OCC(=O)NCc2ccccc2)c1	-1.0	-7	-0.6	-2.0	-7	20	-10	13	2
O=C(CCCCCN1C(=O)CCC1=O)Nc1ccc2c(c1)OCO2	0.5	-15	-1.1	1.3	1	11	0	-9	-18
CCOC(=O)c1c(C)n(C)c2ccc(OCC(O)CNC(CC)CO)cc12 (configuration not stated)	0.4	-8	-2.7	0.3	-4	9	-1	-16	-23
O=C(NC1CCCC1)c1cccc(Cn2cc([N+](=O)[O-])cn2)c1	0.1	-7	2.0	2.1	2	28	-3	-4	30
CN(Cc1nc(Cc2ccccc2F)no1)Cc1cccc2ncccc12	4.5	-12	0.3	5.7	3	12	8	-7	23
CCN(CC)C(=O)CC(c1cc(OC)c(OC)c(OC)c1)c1c(O)cc(OC)cc1OC (configuration not stated)	x	-9	1.6	x	6	7	-2	-13	-7
COc1cc(OC)cc(C(=O)NNC(=O)c2ccccn2)c1	1.2	-10	-6.0	1.2	1	28	-3	-17	16
O=C(NCC1CCCO1)c1onc(CSc2ccccc2F)c1C(=O)O (configuration not stated)	0.2	-20	-0.7	-0.8	0	14	-4	-10	5
O=C(COC(=O)CCc1ccc(S(=O)(=O)N2CCOCC2)cc1)NC1CCCC1	-0.6	-6	2.4	2.1	2	-14	-9	-21	-1
CCn1c(SCCC(C)C)nnc1-c1c[nH]c2ccccc12	0.8	-6	2.0	6.6	0	5	-15	3	69
Cc1ccc(N(CC(N)=O)C2SC(=O)N(C)C2=O)cc1 (configuration not stated)	0.3	-19	2.0	0.9	1	26	-5	-6	17
CC(C)(C)c1ccc(CN(Cc2ccco2)Cc2nnnn2C2CCCC2)cc1	0.1	-12	2.1	-1.1	-12	30	-13	-18	40
CCOC(=O)C1CCN(S(=O)(=O)c2c(C)n[nH]c2C)CC1	-0.4	-7	1.2	1.8	-3	13	-6	-13	13
CCOC(=O)N1CCN(C(=O)c2ccccc2-c2ccccc2)CC1	-0.9	x	-5.9	-0.3	4	5	-12	-19	x
CCOCCCNC(=O)/C(C#N)=C/c1cc(OC)c(O)c([N+](=O)[O-])c1	0.1	3	-4.5	-1.8	-14	13	-19	-3	-16
COC(=O)CNC(=O)COC(=O)/C=C/c1ccccc1[N+](=O)[O-]	0.4	-4	-1.3	0.4	-8	14	-2	-13	17
CN1CCN(C(=S)c2ccc([N+](=O)[O-])cc2)CC1	1.1	8	-0.5	-0.1	17	7	-7	-24	-19
O=C(Cc1cccs1)Nc1nnc(-c2ccncc2)s1	0.5	-9	16	0.9	-1	7	-16	-13	0
O=C(c1cc2c(s1)-c1ccccc1OC2)N1CCc2ccccc2C1	0.4	x	0.9	0.9	-2	2	-15	-11	-9
CC1=NNC(=O)C(CC(=O)Nc2ccc(Cl)c(Cl)c2)C1 (configuration not stated)	-0.1	-11	1.0	0.3	3	5	-11	2	-4
Cc1nnc(SCC(=O)Nc2cccc(S(=O)(=O)NC3=NCCCCC3)c2)n1Cc1ccccc1	-1.0	-90	1.1	-1.3	-1	1	6	-12	7
O=C(/C=C/Nc1ccc(F)c(Cl)c1)c1ccco1	0.2	-17	-1.9	-0.9	5	30	-13	-19	58
Cc1ccc(C2CC2c2n[nH]c(=S)n2-c2ccc(C)cc2)cc1 (configuration not stated)	-0.2	-5	-1.4	0.1	16	-3	-12	-18	100*
CCOC(=O)Cc1csc(NC(=O)CSc2ccc(Br)cc2)n1	1.0	-7	7.4	0.5	4	17	-14	-3	27
COc1ccccc1CC(=O)Nc1cc(Cl)ccc1O	0.8	-14	-0.4	-0.7	-4	8	-11	5	37
O=C(c1ccccc1Br)N1CCCC(c2nc(-c3cccs3)no2)C1 (configuration not stated)	4.6	9	-1.7	8.5	2	19	-4	-7	7
FC(F)(F)c1nnc2ccc(Cl)nn12	0.7	-4	-1.4	2.5	-1	2	3	-14	-2
Cc1ccc(Nc2c([N+](=O)[O-])c(=O)n(C)c3ccccc23)cc1C	-0.9	-14	-4.2	0.1	-4	12	-11	-6	24
Cc1cc(N2CCOCC2)nc2ccc(NC(=O)CCC(=O)N3CCC(C)CC3)cc12	0.6	-17	-1.3	0.8	0	19	-25	-7	34
O=C(Nc1ccccn1)c1ccc2c(c1)OCCO2	0.3	-46	-2.7	1.4	-3	x	-6	-1	11
Cc1ccccc1NC(=S)N(Cc1cccnc1)Cc1ccccc1Cl	-0.4	3	-3.0	-1.3	-2	10	6	1	38
Cc1cccc(C)c1Nc1nnc(SCC(=O)Nc2ncc(C(F)(F)F)cc2Cl)s1	0.6	15	0.3	-0.7	1	-19	-16	-3	24
CCNc1ccc(S(N)(=O)=O)cc1[N+](=O)[O-]	0.8	-14	0.3	0.1	5	-18	-10	-75	-14
c1ccc(-c2noc(C34CC5CC(CC(C5)C3)C4)n2)cc1	0.7	-23	0.9	0.4	2	12	-11	-8	49
CCOC(=O)c1c(C)[nH]c(C=C2C(=O)CCCC2=O)c1O	0.8	-5	1.4	0.3	-13	-2	4	3	7
O=C(N/N=C/c1ccc[nH]1)c1ccc([N+](=O)[O-])cc1	0.8	-4	1.6	0.3	3	-6	-16	7	-37
O=C(Nc1ccc(C(=O)N2CCCCC2)cc1)c1ccc(Br)cc1	0.4	-1	-1.5	1.7	4	22	-14	-6	20
CCOc1ccc(S(=O)(=O)NCCC2=CCCCC2)c2ccccc12	0.3	-10	-1.4	0.9	0	-10	-2	-8	18
COc1ccc(-c2csc(Nc3ccc(S(=O)(=O)Nc4cc(OC)nc(OC)n4)cc3)n2)cc1	-0.2	-5	2.5	-1.4	-8	1	-34	9	89*
CCOc1ncccc1C(=O)NCc1ccccc1	0.6	-2	1.5	-1.2	1	-3	-10	-16	48
COc1ccc(Br)cc1/C=N/Nc1ccc(Cl)c(C(=O)O)c1	1.0	-4	0.0	0.6	2	16	-8	-11	15

Five compounds drawn at random from those above, as already listed:
SMILES	TRPML3 agonist	Mdm2 ligase inh	TNF death inh	TRPN1 ag	Runt-SMMHC FRET	PPC-1+TRAIL kill	p47phox inh	EBV gp42 block	CHOP inhibitor
Cc1cc(N2CCOCC2)nc2ccc(NC(=O)CCC(=O)N3CCC(C)CC3)cc12	0.6	-17	-1.3	0.8	0	19	-25	-7	34
Cc1ccccc1NC(=S)N(Cc1cccnc1)Cc1ccccc1Cl	-0.4	3	-3.0	-1.3	-2	10	6	1	38
O=C(Nc1ccc(C(=O)N2CCCCC2)cc1)c1ccc(Br)cc1	0.4	-1	-1.5	1.7	4	22	-14	-6	20
FC(F)(F)c1nnc2ccc(Cl)nn12	0.7	-4	-1.4	2.5	-1	2	3	-14	-2
CCNc1ccc(S(N)(=O)=O)cc1[N+](=O)[O-]	0.8	-14	0.3	0.1	5	-18	-10	-75	-14

The list continues.
SMILES	TRPML3 agonist	Mdm2 ligase inh	TNF death inh	TRPN1 ag	Runt-SMMHC FRET	PPC-1+TRAIL kill	p47phox inh	EBV gp42 block	CHOP inhibitor
CCN(CC)CCn1c(=N)n(CCOc2ccccc2)c2ccccc21	-0.5	-9	0.2	-1.6	-1	26	-4	-11	-24
Cc1ccc(NC(=S)NCCN2CCOCC2)cc1F	0.3	8	-1.0	0.1	-3	14	-7	-11	-3
COC(=O)c1c(NC(=O)c2ccco2)sc2c1C(C(=O)OC)CC2 (configuration not stated)	0.6	-10	-2.2	0.9	2	-11	-4	-5	-21
c1ccc(-n2nnnc2SCc2cn3cccnc3n2)cc1	-0.2	-9	0.1	1.2	-2	-3	-4	-14	-2
CCN(CC)S(=O)(=O)c1ccc(NC(=O)COC(=O)c2ccc(-n3nc(C)cc3C)cc2)cc1	0.3	-18	1.5	0.0	-1	17	-28	-6	24
CC(NS(=O)(=O)c1ccc(OCC(=O)N2CCOCC2)c(Cl)c1)c1ccccc1 (configuration not stated)	-0.6	-10	-2.2	3.3	1	13	-11	-9	32
O=C1CN(C(=O)OCc2ccccc2)c2ccccc2N1	0.6	-6	-2.5	-0.9	3	16	-11	-12	-12
O=C(CNC(=O)c1ccc(Cl)cc1Cl)OCc1nc2ccccc2s1	-0.6	4	2.8	-0.7	1	5	-33	-28	-16
OCCc1ccc(-c2ccc(Cl)cc2)o1	0.8	-11	0.7	-0.2	6	13	-14	26	-16
CCCOc1ccc(N2C(=O)CC(N3CCN(c4ccccc4OC)CC3)C2=O)cc1 (configuration not stated)	1.3	-15	-0.1	0.9	1	0	-11	-10	34
COC(=O)/C(=C1/Oc2cc(C)oc(=O)c2S1)C(F)(F)F	0.9	-35	-19	1.1	0	8	-6	-17	111*
Cc1csc2ncc(C(=O)NC(C)c3ccccc3)c(=O)n12 (configuration not stated)	1.7	5	-2.5	3.3	4	-22	-1	-14	36
Cc1nc2ccc(S(=O)(=O)N(C)CC(=O)N3CCc4ccccc4C3)cc2s1	-0.6	16	-0.4	1.4	0	5	-14	-14	31
Cc1ccc(NC(=O)CSc2nnc(Cn3c(=O)sc4ccccc43)n2C)cc1	0.2	-10	2.1	-2.0	2	-3	-2	-21	6
CC(=O)c1c(C)n([O-])c2cc(C)ccc2[n+]1=O	0.5	5	-2.1	0.0	-7	21	-17	-9	21
CS(=O)(=O)c1nc(-c2ccc(Br)cc2)n[nH]1	0.6	-6	0.1	-0.1	2	2	2	-10	14
CSc1ccc(Cl)c(C(=O)Nc2ccc(C)cn2)c1	-0.5	5	-0.8	-0.4	-3	0	3	2	11
COC(=O)CC/C(=N/Nc1ccc(Cl)c(Cl)c1)C(=O)OC	-1.5	3	0.2	-0.4	-2	7	-8	-7	6
CN(C)Cc1nc2c(c(=O)[nH]1)C(C)(C)Cc1ccccc1-2	0.1	x	0.4	-0.1	2	25	-14	6	-4
Cc1ccc(NC(=O)C(C)c2cccc(C(=O)c3ccccc3)c2)cc1 (configuration not stated)	0.4	0	-3.7	2.2	-1	9	-12	-2	19
Cc1ccc(C(=O)NCCSc2snnc2C)cc1	-0.7	-20	-2.9	-0.8	4	11	-18	-1	7
